Bim-Bcl-W – inhibitors of Bim binding to Bcl-W, primary screen, biochemical, multiplexed, bead-based flow cytometry; Bim peptide-Bcl-W binding; 190,000 compounds, 0.02% hits; inhibition, % at 10 µM; Bcl-2-like protein 2 (Homo sapiens), Q92843;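 note: 0% = bound tracer without compound and 100% = peptide blocker; higher means less fluorescent Bim peptide bound to Bcl-W beads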
Target sequence (Q92843 whole entry, looked up): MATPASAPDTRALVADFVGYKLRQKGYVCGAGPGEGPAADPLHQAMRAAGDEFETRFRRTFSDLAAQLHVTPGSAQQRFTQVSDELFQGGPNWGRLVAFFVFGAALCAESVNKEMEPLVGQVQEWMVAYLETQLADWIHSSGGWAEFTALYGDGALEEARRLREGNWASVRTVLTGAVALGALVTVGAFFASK
Bim-Bcl-XL – inhibitors of Bim-Bcl-XL binding, primary screen, biochemical, multiplexed, bead flow cytometry, human Bcl-XL | Bcl-2-like protein 1 (Homo sapiens), Q07817 | Bim peptide-Bcl-XL binding, fluorescence | inhibition, % at 10 µM | 190,000 compounds, 0.04% hits
Target sequence (Q07817 whole entry, looked up): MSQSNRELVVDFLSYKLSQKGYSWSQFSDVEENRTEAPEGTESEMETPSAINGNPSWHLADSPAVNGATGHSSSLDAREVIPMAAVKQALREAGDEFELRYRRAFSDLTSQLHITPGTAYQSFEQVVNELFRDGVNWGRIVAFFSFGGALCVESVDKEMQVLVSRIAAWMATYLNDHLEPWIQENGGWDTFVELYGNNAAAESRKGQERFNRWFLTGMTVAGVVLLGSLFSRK
ABCB1 inh – ABCB1 efflux pump inhibitors, primary screen, cell-based, multiplex, flow cytometry, ABCG2 counter-screen | ATP-dependent translocase ABCB1 (Homo sapiens), P08183 | CCRF-Adr cells, JC-1 efflux | inhibition, % at 6.6 µM | 190,000 compounds, 0.067% hits | AID 1326, 2008; in the data active = inhibition above about 40%;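 note: 0% = vehicle and 100% = reference inhibitor; higher value means more JC-1 retained so stronger ABCB1 efflux block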
ABCG2 block – ABCG2 efflux pump inhibitors, primary screen, multiplex with ABCB1, IgMXP3 cells, flow cytometry; AID 1325, 2008; 190,000 compounds, 0.1% hits; JC-1 efflux; inhibition, % at 6.6 µM;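 active = inhibition above 80%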;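 note: 0% = DMSO and 100% = nicardipine control wells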
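Test system: IgMXP3 (ABCG2) plus far-red-tagged CCRF-Adr (ABCB1) cells. Reagent: JC-1 dye as substrate. Timing: 10 min exposure at 25 °C with rotation, no wash. Measured by: flow cytometric JC-1 green MFI at 530 nm. Read-out: percent efflux inhibition, scaled nicardipine 100% to DMSO 0%. Control set: nicardipine and DMSO wells.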
RGS7-Gao – RGS7-Galphao binding modulators, primary screen, biochemical, multiplexed bead flow cytometry | actives lie on both sides | binding response (% of control), % at 10 µM | Guanine nucleotide-binding protein G(o) subunit alpha (Homo sapiens), P09471 | 220,000 compounds, 0.35% hits; in the data active = binding response below about 49% or above about 150%; inconclusive = no clear call, values can overlap the other calls; inactive = in between;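 note: fluorescent Galphao held in activated GDP-AlF4 state binding bead-coupled RGS7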
Bcl-B Bim block – inhibitors of Bim-Bcl-B binding, primary screen, biochemical, multiplexed, human Bcl-2 family; inhibition, % at 10 µM; bead-based flow cytometry, Bim peptide-Bcl-B binding; 190,000 compounds, 0.073% hits;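 note: 0% = tracer peptide without compound and 100% = reference inhibitor peptide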
Target sequence (Q9HD36 whole entry, looked up): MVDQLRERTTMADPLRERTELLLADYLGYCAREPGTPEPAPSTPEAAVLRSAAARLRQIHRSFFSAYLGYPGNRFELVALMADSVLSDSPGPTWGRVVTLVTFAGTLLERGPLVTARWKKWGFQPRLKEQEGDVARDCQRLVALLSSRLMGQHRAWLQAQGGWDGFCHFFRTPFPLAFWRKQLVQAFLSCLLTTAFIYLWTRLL
Bfl-1 Bim block – inhibitors of Bim binding to Bfl-1, primary screen, biochemical, multiplexed, bead-based flow cytometry | AID 1008, 2008 | Bim-Bfl-1 binding inhibition | inhibition, % at 10 µM | Bcl-2-related protein A1 (Homo sapiens), Q16548 | 190,000 compounds, 0.12% hits;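 note: 0% = wells without compound plus tracer and 100% = blocker peptide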
Bcl-2 Bim block – inhibitors of Bim-Bcl-2 binding, primary screen, biochemical, multiplexed, human Bcl-2 family | Apoptosis regulator Bcl-2 (Homo sapiens), P10415 | Bead-based flow cytometry, Bim peptide-Bcl-2 binding | inhibition, % at 10 µM | 190,000 compounds, 0.06% hits | AID 950, 2007; in the data active = inhibition above about 40%; inconclusive = no clear call, values can overlap the other calls;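 note: 0% = no compound wells with probe peptide and 100% = reference peptide inhibitor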
Target sequence (P10415 whole entry, looked up): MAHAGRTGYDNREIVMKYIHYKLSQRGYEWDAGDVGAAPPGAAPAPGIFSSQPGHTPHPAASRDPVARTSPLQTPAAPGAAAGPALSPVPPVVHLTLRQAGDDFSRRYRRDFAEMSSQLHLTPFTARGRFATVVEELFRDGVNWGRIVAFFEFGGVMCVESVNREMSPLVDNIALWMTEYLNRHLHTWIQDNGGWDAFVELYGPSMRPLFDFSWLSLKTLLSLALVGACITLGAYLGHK
RGS4-Gao reg – modulators of RGS4 binding to Galphao, primary screen, biochemical, multiplexed bead flow cytometry; binding response (% of control), % at 10 µM; actives lie on both sides; AID 1415, 2008; 220,000 compounds, 0.33% hits; in the data active = binding response below about 49% or above about 150%; inactive = in between;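 note: fluorescent Galphao activated with aluminum fluoride binding bead-coupled RGS4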
GSH fluor – compound fluorescence on glutathione beads, profiling panel, artefact control, biophysical, 488/530 nm, flow cytometry | GSH beads flow cytometry, compound fluorescence 488/530 nm; stronger effect = higher value | fluorescence (KMESF) at 10 µM | 190,000 compounds, 0.25% hits; in the data active = fluorescence above about 89;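 note: glutathione beads carrying GST-tagged Bcl family fusion proteins plus one bare bead set; values are compound well signal with DMSO vehicle wells as background; inactives centre near 16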
Avidin fluor – green autofluorescence of compounds with avidin beads – biophysical, 488/530 nm, flow cytometry, artefact control, profiling panel; compound fluorescence 488/530 nm; stronger effect = higher value; AID 1775, 2009; 220,000 compounds, 0.38% hits; fluorescence (KMESF) at 10 µM; in the data active = fluorescence above about 47; note: inactives centre near 10
* hit, by the source's call; ? = inconclusive. Cut-off read from the data, not from the text of the source, unless noted: active = inhibition above about 40%.

The opening 2 records as a preview:
SMILES	Bim-Bcl-W	Bim-Bcl-XL	ABCB1 inh	ABCG2 block	RGS7-Gao	Bcl-B Bim block	Bfl-1 Bim block	Bcl-2 Bim block	RGS4-Gao reg	GSH fluor	Avidin fluor
Brc1ccc(Oc2ncc(CN3CCOCC3)s2)cc1	0	-1	0.0	0	101	-1	-12	-1	102	26	5
CCOc1ccc(CN2CCN(Cc3cn(CC)nc3C)CC2CCO)cc1 (stereo unspecified)	3	2	-0.1	0	103	-1	-3	-1	103	14	12

The listing, repeating the preview:
SMILES	Bim-Bcl-W	Bim-Bcl-XL	ABCB1 inh	ABCG2 block	RGS7-Gao	Bcl-B Bim block	Bfl-1 Bim block	Bcl-2 Bim block	RGS4-Gao reg	GSH fluor	Avidin fluor
Brc1ccc(Oc2ncc(CN3CCOCC3)s2)cc1	0	-1	0.0	0	101	-1	-12	-1	102	26	5
CCOc1ccc(CN2CCN(Cc3cn(CC)nc3C)CC2CCO)cc1 (stereo unspecified)	3	2	-0.1	0	103	-1	-3	-1	103	14	12
OCCN(CCO)c1ccc(C(c2ccccc2Cl)c2ccc(N(CCO)CCO)cc2Cl)c(Cl)c1	-2	-5	-0.4	0	103	-3	-9	-8	103	21	15
O=C(O)CCNc1ccc2c(c1)OCCO2	5	-2	0.6	5	97	-7	-8	-2	97	4	8
CCN(C(=O)CN1CCN(S(=O)(=O)c2cc(Cl)ccc2Cl)CC1)c1c(N)n(Cc2ccccc2)c(=O)[nH]c1=O	-2	-2	0.2	0	89	-4	-2	0	94	9	13
O=C(COc1ccc(Br)cc1)N/N=C1/SCC(=O)N1Cc1ccccc1	-3	-7	-0.2	7	102	-3	-2	-1	101	16	4
O=C(Nc1ccc(N2CCCCC2)c(Cl)c1)c1cccnc1	6	-6	0.3	2	98	-3	-9	-4	100	61	12
COc1ccccc1C1CC(=O)NC(SCC(=O)Nc2ccccc2)=C1C#N (stereo unspecified)	2	-1	0.1	0	96	-10	-7	-8	100	24	6
Cc1cc(OC(=O)C(c2ccccc2)c2ccccc2)c([N+](=O)[O-])c(=O)[nH]1	-3	-4	-0.2	-2	102	-12	-8	-7	101	10	14
O=c1oc2ccccc2c(Nc2ccc3ncccc3c2)c1[N+](=O)[O-]	-2	-6	0.8	15	99	-5	-15	-3	99	11	13
COc1cc(C(Nc2ccc3c(c2)OCO3)C(=O)NC2CCCCC2)cc(OC)c1OC (stereo unspecified)	5	-3	0.8	1	96	-7	7	0	96	30	14
Cc1ccc(/C=N/NC(=S)NC2CCS(=O)(=O)C2)cc1 (stereo unspecified)	-7	-6	1.1	16	104	-3	-7	-3	106	36	9
CCc1nccn1S(=O)(=O)c1ccc(OC)c(OC)c1	1	0	0.2	1	94	-4	-10	-3	95	22	9
CCOc1cc2c3c(c1)C1(OCCO1)C(=O)N3C(C)(C)CC2C (stereo unspecified)	-3	-4	0.8	21	98	-7	-21	-12	99	34	15
CC1CCCC(C)N1C(=O)c1cc(-c2ccc(Cl)c(Cl)c2)on1 (stereo unspecified)	0	0	1.6	13	98	0	1	0	97	15	8
Cc1nc(SCC(=O)N2CCN(C(=O)c3ccco3)CC2)c2c(C)c(C)sc2n1	-4	-4	1.2	2	98	-5	-3	2	97	18	22
CCCNC(=O)Cc1cc(=O)[nH]c(=O)[nH]1	2	-1	-2.5	-3	99	-3	-11	-10	100	25	8
CCCn1c(SC(C)C(=O)O)nc2ccccc21 (stereo unspecified)	-2	0	0.8	3	101	0	-1	-4	100	18	10
N#Cc1ccsc1NC(=O)CSc1nnc(-c2ccccc2)o1	0	-4	0.1	1	98	-11	-4	-11	101	11	7
O=C(CCCO)N/N=C/c1cc(Br)ccc1O	-3	-2	-0.1	10	90	-7	-10	-3	93	11	10
COC(=O)c1c(NC(=O)c2nc3ccccc3s2)sc2c1CC(C)(C)NC2(C)C	-2	-1	3.0	5	111	-3	-5	0	110	19	7
Cc1ccccc1NC(=S)NNC(=O)c1cccc(Br)c1	-5	-6	0.3	5	?	-10	4	-2	103	16	8
Cc1cc(NC(=O)c2ccc(N(C)S(=O)(=O)c3ccccc3)cc2)no1	0	10	0.7	11	103	-7	-17	-9	103	35	12
CCn1c(SCC(=O)N/N=C(\C)c2ccco2)nnc1-c1ccccc1	-1	-2	0.1	1	82	3	-13	-3	92	18	6
CCOc1ccc(S(=O)(=O)N2CCCCCC2)cc1	2	-8	0.2	0	97	-6	-11	-10	103	39	5
CCOc1ccc(C2Sc3ccccc3NC3=C2C(=O)OC3)cc1 (stereo unspecified)	-3	-5	0.2	9	97	-11	-18	-16	94	27	14
CCC(Sc1nnc(-c2ccc(C)c(Cl)c2)n1CC)C(=O)Nc1nccs1 (stereo unspecified)	0	3	3.7	17	102	-4	4	-1	98	11	30
O=C(Cn1ncc2c(=O)oc3ccccc3c21)N1CCc2ccccc2C1	-6	-7	-0.3	-1	102	-6	-1	-1	102	16	17
COC(=O)c1ncn(C2OC(COC(C)=O)C(OC(C)=O)C2OC(C)=O)n1 (stereo unspecified)	-3	-7	0.5	1	96	-5	0	-1	97	7	4
Nc1cc2ccccc2oc1=O	0	-4	0.1	2	99	-7	-8	-11	102	32	8
CCOC(=O)N/N=C/C=C/c1ccccc1[N+](=O)[O-]	0	-2	0.3	5	?	-4	-8	-6	101	16	8
O=C(O)c1ccc2cccc(Cl)c2c1O	0	-1	0.2	6	92	-1	1	-4	91	15	17
CCN(CC)S(=O)(=O)c1ccc(S(=O)(=O)Nc2ccc(C(=O)N3CCCC3)cc2)cc1	0	-2	0.0	0	102	-4	-11	0	99	19	5
Cc1ccc(NC(=O)c2cncc(Br)c2)cc1S(=O)(=O)N(C)C	0	-5	0.1	2	97	-2	1	1	99	4	12
O=C1OCCC1Sc1nnc(-c2ccccc2)o1 (stereo unspecified)	-1	0	0.4	3	100	-1	-2	0	99	14	23
COC(=O)c1ccc(NC(=O)Nc2ccccc2F)cc1	0	-2	0.1	8	?	-2	-5	-5	102	15	9
CCCCCCNS(=O)(=O)c1ccc(Cl)s1	0	-10	2.5	11	105	-6	-10	-7	102	26	10
Cc1cc(C)n(CC(O)Cn2c3ccc(Cl)cc3c3cc(Cl)ccc32)c(=O)n1 (stereo unspecified)	0	1	0.3	1	100	-6	-6	-1	103	4	7
Cc1cc(C(=O)N2CCN(C/C=C/c3ccccc3)CC2)no1	1	-1	-0.2	-1	101	0	2	0	100	15	12
CN(C)c1ccc(-c2noc(C3CCN(S(=O)(=O)c4cccc(C(=O)O)c4)CC3)n2)cc1	-1	-2	-0.2	-1	97	-3	0	-4	98	12	34
O=C(C1CCN(Cc2ccc(F)cc2)CC1)N(CCO)Cc1ccccc1	-1	-3	0.0	-1	105	-9	-9	-6	104	13	10
COc1ccc(S(=O)(=O)Nc2nc3ccccc3nc2Nc2ccc3c(c2)OCO3)cc1	-1	-7	0.3	-6	98	-1	0	-2	100	11	4
Cc1c(Br)c(=O)oc2c(C)c(O)ccc12	0	-1	0.1	4	100	0	1	-1	102	6	3
O=C(Cc1cccs1)NNC(=S)NC(=O)c1ccc(F)c(F)c1	-7	-10	-0.6	-4	95	-9	-4	-6	103	12	12
CCOCCCNC(=O)c1ccc(N2CCOCC2)c(NS(=O)(=O)c2ccc(OC)cc2)c1	-3	-3	0.8	1	100	0	0	0	108	14	6
CC(C(=O)Nc1cccc(S(=O)(=O)N2CCOCC2)c1)N1CCN(C/C=C/c2ccccc2)CC1 (stereo unspecified)	-6	-4	0.5	1	103	-5	-5	-7	101	10	22
N#C/C(C(=O)N1CCOCC1)=C1\Nc2ccccc2S1	-1	-4	3.4	23	101	-4	-8	-2	103	28	10
COc1c2c(nc3occc13)C(CCC(C)(C)O)(OC)C(O)CC2 (stereo unspecified)	0	0	0.3	1	101	-4	-3	-2	102	9	38
CCN1CCN(C(=O)/C=C/c2c(F)cccc2Cl)CC1	-3	0	4.4	14	97	-3	1	-3	96	15	1
CSc1nc2ccc(NS(=O)(=O)c3ccccc3F)cc2s1	-1	-2	-0.5	-7	97	-2	0	0	97	6	11
N=C1S/C(=C\c2ccc(-c3ccccc3C(=O)O)o2)C(=O)N1c1ccc2c(c1)OCO2	1	0	-1.4	-6	96	4	9	6	99	20	7
CC(=O)Nc1ccc(NC(=O)[C@@H]2CCCN2S(=O)(=O)c2ccc3c(c2)OCCO3)cc1	0	0	0.5	3	109	-2	-4	1	110	9	22
CC1(C)CC(=O)C(C=Nc2ccc3cn[nH]c3c2)=C(O)C1	-1	-9	0.7	6	102	-7	-10	-7	101	29	12
Cc1cc(C)c(C#N)c(SCCS(=O)(=O)Cc2ccc(Cl)cc2)n1	0	1	-6.4	-1	100	0	-2	-1	100	28	12
C/C(=N\NC(=O)CSCc1cccc(Br)c1)c1ccc([N+](=O)[O-])cc1	0	1	1.3	4	97	-2	1	-3	96	30	15
CCCCNC(=O)CCNS(=O)(=O)c1ccc(Br)cc1	-2	-8	1.1	4	92	-6	-5	-5	96	26	4
Cc1cc(=O)n2ccccc2c1C#N	0	-2	0.5	4	96	-7	-6	-9	101	10	9
O=C(O)c1cccc(Cn2cc(Cl)cn2)c1	0	-8	0.4	2	96	-3	-10	-4	98	59	6
O=C(COC(=O)/C=C/c1ccc(OC(F)F)cc1)NCCN1C(=O)CSC1=O	-2	0	0.1	15	?	0	1	0	101	14	13
CCN(CC)C(=O)Cn1cc(SCC(=O)NC2CCCC2)c2ccccc21	1	-2	1.0	1	101	-2	-2	0	101	14	12

Other compounds.
SMILES	Bim-Bcl-W	Bim-Bcl-XL	ABCB1 inh	ABCG2 block	RGS7-Gao	Bcl-B Bim block	Bfl-1 Bim block	Bcl-2 Bim block	RGS4-Gao reg	GSH fluor	Avidin fluor
Cc1ccc(S(=O)(=O)Cc2ccc(C(=O)NCc3ccc4c(c3)OCO4)o2)cc1	-3	-3	1.2	4	96	-3	-1	1	93	27	15
COc1ccc(C2C(C(=O)N3CCC(C(N)=O)CC3)CC(=O)N2c2ccc(OC)cc2)cc1 (stereo unspecified)	-3	-5	-0.1	-1	103	-2	-1	-2	104	11	13
CCOc1cccc(SCc2noc(C(=O)NCC3CCCO3)c2C(=O)O)c1 (stereo unspecified)	-1	-8	0.0	0	98	-7	-14	-11	98	39	9
CCOC(=O)CC1=C(C(=O)OCC)C(c2ccc(OC)cc2OC)C(C#N)=C(N)O1 (stereo unspecified)	-3	-1	-1.3	-3	97	-6	-4	-5	103	9	7
COc1ccccc1-n1cnnc1SCC(=O)N1CCN(C(=O)c2ccco2)CC1	-5	-3	-0.2	-1	108	-3	-11	-5	103	11	31

Source: PubChem (NMMLSC)
